Keap1-Nrf2 PPI: inhibitors of human Keap1-Nrf2 protein-protein interaction. 340,000 compounds, 0.15% hits. inhibition, % at 9.4 µM. Q14145. Keap1 Kelch-Nrf2 peptide fluorescence polarization, 1536-well; in the data active means inhibition above about 12%;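 further: human Keap1 Kelch domain with fluorescein labeled Nrf2 9mer peptide probe; 0% = neutral control wells and 100% = peptide positive control; higher means more block of Keap1 binding to Nrf2 peptide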
PKA-R2B activ: activators of human PKA-R2B complex; P22694+P31323; PKA-R2B holoenzyme dissociation, Cy5-IP20 fluorescence polarization; R2B truncated from residue 108, S112A mutant; 0% DMSO only, 100% 113 µM cGMP; activation, % at 11.4 µM; 340,000 compounds, 0.079% hits;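 active means activation above a cutoff set at the mean over all compounds plus 3 SD, cut at about 18% in these data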;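 further: higher means more holoenzyme dissociation and a rise in polarization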
Target sequence (P31323 whole entry, looked up, other chains not shown, the tested form may be a part): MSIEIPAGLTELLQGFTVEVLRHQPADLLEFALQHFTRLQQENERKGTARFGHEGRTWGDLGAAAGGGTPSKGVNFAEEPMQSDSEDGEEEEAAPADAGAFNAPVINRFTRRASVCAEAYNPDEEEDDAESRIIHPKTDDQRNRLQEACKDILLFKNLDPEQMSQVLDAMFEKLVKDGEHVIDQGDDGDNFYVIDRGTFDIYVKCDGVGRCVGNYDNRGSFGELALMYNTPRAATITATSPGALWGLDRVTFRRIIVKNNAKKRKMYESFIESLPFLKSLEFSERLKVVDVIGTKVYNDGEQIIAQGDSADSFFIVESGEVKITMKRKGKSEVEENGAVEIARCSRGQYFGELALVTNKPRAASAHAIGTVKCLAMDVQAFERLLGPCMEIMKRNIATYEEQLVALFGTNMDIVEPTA
CAL PDZ FP-1: inhibitors of human CAL PDZ peptide binding; Q9HD26; purified CAL PDZ, TMR-peptide fluorescence polarization, 1 h; inhibition, % at 20 µM; 330,000 compounds, 0.02% hits; AID 504414;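 active means highest replicate inhibition of at least 40%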;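 further: plate controls were DMSO neutral control wells for no effect and unlabeled competitor peptide control wells for full effect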
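Material: tagged CAL PDZ protein CerCALP, purified; buffer or medium: sodium phosphate/NaCl buffer pH 7.4 with TCEP, IgG, Thesit; also added: fluorescent TMR peptide probe; schedule: 1 h incubation at room temperature before polarization reading; technique: fluorescence polarization from S- and P-plane intensities, G-factor corrected; control set: unlabelled peptide and DMSO controls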
C-LANA FP: blocks KSHV LANA C-terminal domain binding to DNA. AID 504423. 340,000 compounds, 0.078% hits. inhibition, % at 9 µM. MBP-C-LANA/FAM-LBS DNA binding, fluorescence polarization;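 active means highest replicate inhibition at or above 60% at 9 µM, even if other replicates fall short; inactive means all replicates below 60% inhibition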;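 further: 0% = neutral control wells and 100% = 4 µM acridine orange control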
CAL PDZ FP-2: CAL PDZ (human) peptide binding inhibition | Q9HD26 | purified CAL PDZ, TMR-peptide fluorescence polarization, 1 h | inhibition, % at 24.9 µM | 300,000 compounds, 0.92% hits | AID 602252;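 active means mean inhibition of at least 30% with at least half of replicates also reaching 30%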;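 further: 0% = DMSO neutral control and 100% = excess unlabeled competitor peptide PRC23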
RTF Ca sens act: increases calcium sensitivity of human cardiac regulated thin filaments. activation, % at 7.2 µM. IANBD-labeled TnC RTF fluorescence at EC20 calcium; 0% EC20 calcium, 100% full calcium. P19429+P45379. 340,000 compounds, 0.24% hits;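 active means activation above the mean over all tested compounds plus 3 SD, cut at about 30% in these data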;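 further: rise in fluorescence read as greater calcium sensitivity of cardiac thin filaments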
Rtt109 HAT inh: blocks Candida albicans Rtt109/Vps75 acetyltransferase activity | purified Rtt109/Vps75, ThioGlo CoA-SH fluorescence, 4 h | Q5AAJ8 | inhibition, % at 34.9 µM | 330,000 compounds, 0.16% hits;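 active means inhibition of at least 50% in every replicate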
Target sequence (Q5AAJ8 whole entry, looked up): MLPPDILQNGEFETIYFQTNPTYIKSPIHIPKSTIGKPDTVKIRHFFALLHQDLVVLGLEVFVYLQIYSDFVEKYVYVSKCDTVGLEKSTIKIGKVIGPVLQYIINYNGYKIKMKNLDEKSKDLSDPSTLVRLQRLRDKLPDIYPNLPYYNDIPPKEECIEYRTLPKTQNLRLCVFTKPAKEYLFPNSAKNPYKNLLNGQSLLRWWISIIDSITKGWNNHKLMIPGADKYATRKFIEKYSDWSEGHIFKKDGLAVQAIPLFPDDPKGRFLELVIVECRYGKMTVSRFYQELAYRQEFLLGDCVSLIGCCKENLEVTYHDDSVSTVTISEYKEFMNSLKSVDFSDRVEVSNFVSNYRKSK
Cardiac RTF inh: cardiac RTF calcium desensitization. P19429+P45379. IANBD-labeled cardiac RTF, Ca2+ fluorescence. inhibition, % at 7.15 µM. 340,000 compounds, 0.12% hits. AID 493244;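 active means inhibition above the mean inhibition of all tested compounds plus 3 SD, cut at about 17% in these data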;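 further: assay run at fixed EC70 calcium of 1.6 mM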
SR-BI uptake up: activators of SR-BI mediated HDL lipid uptake; CHO ldlA[mSR-BI] cells, DiI-HDL uptake fluorescence, 3 h; 100 = double the neutral-control signal; activation, % at 12.5 µM; 320,000 compounds, 0.096% hits;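 active means mean replicate activation of at least 60% and every replicate at or above 60%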;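 further: 0% = median plate neutral-control signal and 100% = twice that signal; values of inactives mirror those of a sister screen read the other way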
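Material – SR-BI-overexpressing, LDLR-lacking CHO cells · Medium – BSA-supplemented, HEPES-buffered Ham's F12, pH 7.4 · Doses – single concentration · Times – compound with DiI-HDL co-incubation, 3 h at 37 °C · Measured by – bottom-read fluorescence, 550/595 nm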
DAGLB inh: blocks human DAGLB lipase activity. Q8NCG7. HEK293T DAGLB membrane lysate, EnzChek fluorogenic substrate. inhibition, % at 5.17 µM. 340,000 compounds, 0.059% hits; in the data active means inhibition above about 34%;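 further: 0% = enzyme with vehicle and 100% = wells lacking enzyme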
* hit, by the source's call; . = no result given. An unsorted share of the library (roughly 1.6% active in at least one column).

SMILES,Keap1-Nrf2 PPI,PKA-R2B activ,CAL PDZ FP-1,C-LANA FP,CAL PDZ FP-2,RTF Ca sens act,Rtt109 HAT inh,Cardiac RTF inh,SR-BI uptake up,DAGLB inh
CCOC(=O)C1CCN(C(=O)Nc2ccc3nc(C)c(C)nc3c2)CC1,-3,-12,-0.7,-0.1,0,-4,-7,-4,-13,2
CCC(C(=O)N1CCCCCC1)n1nc(C)n2c(cc3occc32)c1=O (stereo not drawn),3,5,-2.1,1.3,-3,6,-8,-10,17,-1
COc1ccc(CNC(=O)C/C(C)=N/NC(=O)C23CC4CC(CC(C4)C2)C3)cc1,-4,10,-0.4,-1.0,0,0,-4,1,-3,-3
Cc1ccc(F)cc1NC(=O)CN1C(=O)NC2(CCCc3ccccc32)C1=O (stereo not drawn),-2,-9,-2.0,-1.3,-3,3,5,-1,-5,3
Cc1cccc2cc(/C=N/NC(=O)[C@H]3C[C@@H]3c3ccccc3)c(Cl)nc12,2,-2,0.8,1.3,2,-1,1,6,0,1
COc1ccc(OC)c(CN2C(=O)c3ccccc3C2C(=O)NCC2CCCO2)c1 (stereo not drawn),-4,2,0.3,-0.7,-2,-1,1,-4,11,-1
C/C(=N\NC(=O)c1cc(C)nc2ccccc12)c1cccc(Cl)c1,-7,-11,-1.3,-0.9,-1,-3,-4,11,-22,-5
COc1cc(OC)cc(-c2cc3ccc(F)cc3cn2)c1,-4,-5,0.1,-2.5,-2,-11,-2,-10,-53,-14
Cc1ccc(C(=O)N(Cc2nc3ccccc3c(=O)[nH]2)C2CCCC2)cc1,-3,-8,0.1,0.5,0,2,2,3,6,0
O=C(O)CCCC(=O)OCc1c(-c2ccccc2)ncc2ccccc12,-3,2,1.5,-2.5,-1,2,6,-13,17,-1
Cc1ccnc(N2CCC(C(=O)NNC(=O)c3ccncc3)CC2)n1,1,0,-0.2,0.9,-2,3,40,4,9,-2
Cc1ccc(Cl)cc1N1CCN(S(=O)(=O)c2ccc3c(c2)NC(=O)C(C)C(=O)N3)CC1 (stereo not drawn),-4,-2,-0.1,0.2,.,3,8,2,21,-1
N/C(=N\N=C\c1cccs1)SC1CC(=O)N(c2cccc([N+](=O)[O-])c2)C1=O (stereo not drawn),-4,-7,.,-1.2,-7,-4,-10,3,-47,1
Cc1cc(C(=O)N/N=C/c2ccc(C)s2)n[nH]1,-3,-1,-1.1,-0.5,-2,-8,-5,-16,14,1
COc1ccc(-n2c(SCC#N)nc3c(sc(=S)n3-c3ccccc3)c2=O)c(OC)c1,-4,4,0.7,0.1,-2,0,1,-7,-24,-2
COc1ccccc1NC(=S)NN=C(C)c1ccccn1,-5,-5,0.2,-2.2,-1,-1,5,-3,-8,6
CC1(C)CC(=O)C(C=NCCN2CCN(C(=O)c3ccccc3)CC2)=C(O)C1,0,-3,-0.5,0.3,.,0,-22,0,33,-2
CC(C)C[C@H](NC(=O)NC(C)C)C(=O)O,2,-1,-1.0,-0.1,.,-1,5,-2,1,-3
COc1ccc(Br)cc1C(=O)Nc1ccccc1N1CCCC1,-1,1,-0.3,-0.1,.,-3,-22,-1,-29,-12
CC(C)(C)OC(=O)N1CCC(c2c(C(=O)NCC3CCN(C4CCCC4)C3)cnn2-c2ccccc2Cl)CC1 (stereo not drawn),-6,-3,-2.2,-3.8,-1,2,4,-6,.,3
COc1ccc(CCNC(=O)CCN2C(=O)C3CC=CCC3C2=O)cc1OC (stereo not drawn),-6,6,.,0.5,-3,2,-1,6,14,-3
COc1ccc(CN2C(=O)c3ccccc3C2OC)cc1 (stereo not drawn),-4,-9,0.7,0.4,.,-1,-17,-5,26,-4
CN(C)S(=O)(=O)N1CCN(C(=O)N2CCCCC2)CC1,-1,-7,-0.5,-3.5,2,9,2,1,10,4
Cc1nc(NN)c2c3c(sc2n1)COC(C)(C)C3,-3,-2,0.7,-0.8,-3,-3,6,-2,22,1
COc1ccc2cc(C(=O)NCc3ccco3)c(=Nc3ccc(C(=O)O)cc3)oc2c1,0,2,-5.0,1.8,-1,1,23,0,4,-1
NS(=O)(=O)c1ccc(NC(=O)COC(=O)CCc2ccccc2)cc1,-1,3,-2.1,0.7,-1,1,-7,-2,.,-5
CC12CN3CC(C)(CN(C1)C3c1cc(Br)ccc1O)C2=O (stereo not drawn),-7,-7,.,-0.4,-6,4,12,-4,7,-4
CC(C(C(=O)N1CCCCC1)N1CCCCC1)N1CCCCC1 (stereo not drawn),-1,2,-0.6,-0.4,.,-6,-6,0,6,2
C#CCOc1c(Cl)cc(/C=N/O)cc1OC,-7,2,-1.1,4.1,1,7,-8,-3,31,-1
Nc1c2c(nc3ccccc13)CCCC2=O,-4,1,-0.6,-1.5,-3,5,10,-4,.,0
COc1ccccc1CNC(=O)COC(=O)c1ccco1,-4,-4,-0.8,0.7,0,-5,-7,-1,6,-4
COc1ccc(N2CCN(C(=O)c3ccc(Cn4c(=S)[nH]c5ccc(N6CCOCC6)cc5c4=O)cc3)CC2)cc1,-1,4,-0.6,-1.2,-2,-2,2,-16,-30,9
O=C(NNS(=O)(=O)c1ccc(Cl)cc1)c1sccc1-n1cccc1,-6,4,-2.1,1.3,0,0,-6,-9,7,3
N#C/C(=C\c1ccncc1)c1ccccn1,-4,1,-1.7,0.2,-4,-8,-2,-4,14,1
CCc1ccccc1NC(=O)CNC(=O)c1ccc(OCc2cn3ccccc3n2)cc1,6,-2,20,2.7,-7,-3,0,-3,2,-2
CC(=O)NC(Cc1ccc(C)cc1)C(=O)NC1CCN(C(=O)c2ccc([N+](=O)[O-])cc2)CC1 (stereo not drawn),-4,-10,-1.6,-1.4,-6,-1,24,-2,11,1
Cc1ccccc1Nc1ccc([N+](=O)[O-])cn1,1,7,1.0,-2.1,1,0,19,-1,18,-2
COc1cc(OC)nc(Oc2ccccc2C(=O)Oc2ccc(C)cc2)n1,-5,-10,-2.7,-0.4,-3,-8,.,2,-6,-13
O=C(O)C1CCN(C(=O)CSc2nnc3ccccn23)CC1,-7,-4,-0.4,-6.8,-1,-2,-3,-7,1,-1
Cn1nc([N+](=O)[O-])nc1Oc1ccccc1,-3,-3,-1.2,-3.9,4,3,-17,-1,13,0
CN(NC(=O)c1ccc(Cl)cc1)c1ncc(C(F)(F)F)cc1Cl,4,4,-0.4,-0.1,4,-8,6,8,10,-5
Cc1cc(NC(=O)CSC2=NS(=O)(=O)c3cc(F)ccc3N2)no1,-4,-3,-2.9,1.1,-2,-5,-14,-4,34,2
CS(=O)(=O)N1CCC2CC1c1cc(-c3ccccc3)ccc12 (stereo not drawn),-4,0,0.9,-2.0,-9,-4,-6,-13,-4,-3
Cc1ccc(SCC(=O)OCC(=O)N(C)CC(=O)Nc2ccccc2Cl)cc1C,-3,-1,-2.1,-1.2,1,-2,2,-1,4,-2
CCC(C)C(=O)N1c2ccccc2C(=C2SC(C(=O)OC)=C(C(=O)OC)S2)C(=S)C1(C)C (stereo not drawn),-2,-9,-1.5,-0.2,-2,0,5,-1,-89,7

In the list so far, these have a Cl atom.
SMILES,Keap1-Nrf2 PPI,PKA-R2B activ,CAL PDZ FP-1,C-LANA FP,CAL PDZ FP-2,RTF Ca sens act,Rtt109 HAT inh,Cardiac RTF inh,SR-BI uptake up,DAGLB inh
Cc1cccc2cc(/C=N/NC(=O)[C@H]3C[C@@H]3c3ccccc3)c(Cl)nc12,2,-2,0.8,1.3,2,-1,1,6,0,1
C/C(=N\NC(=O)c1cc(C)nc2ccccc12)c1cccc(Cl)c1,-7,-11,-1.3,-0.9,-1,-3,-4,11,-22,-5
Cc1ccc(Cl)cc1N1CCN(S(=O)(=O)c2ccc3c(c2)NC(=O)C(C)C(=O)N3)CC1 (stereo not drawn),-4,-2,-0.1,0.2,.,3,8,2,21,-1
CC(C)(C)OC(=O)N1CCC(c2c(C(=O)NCC3CCN(C4CCCC4)C3)cnn2-c2ccccc2Cl)CC1 (stereo not drawn),-6,-3,-2.2,-3.8,-1,2,4,-6,.,3
C#CCOc1c(Cl)cc(/C=N/O)cc1OC,-7,2,-1.1,4.1,1,7,-8,-3,31,-1
O=C(NNS(=O)(=O)c1ccc(Cl)cc1)c1sccc1-n1cccc1,-6,4,-2.1,1.3,0,0,-6,-9,7,3
CN(NC(=O)c1ccc(Cl)cc1)c1ncc(C(F)(F)F)cc1Cl,4,4,-0.4,-0.1,4,-8,6,8,10,-5
Cc1ccc(SCC(=O)OCC(=O)N(C)CC(=O)Nc2ccccc2Cl)cc1C,-3,-1,-2.1,-1.2,1,-2,2,-1,4,-2
